Bioassay records (PubChem BioAssay)
Runt-CBFb FRET: inhibitors of RUNX1 Runt–CBFb binding, primary screen, biochemical, FRET, Cerulean-Runt, Venus-CBFb, uHTS; Cerulean-Runt/Venus-CBFb FRET ratio 530/480, 1 h; Runt-related transcription factor 1 (Homo sapiens) + Core-binding factor subunit beta …; 0.46% of 220,000 active; inhibition, % at 20 µM; AID 1496, 2009;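 active = inhibition over about 50% at 20 µM in the single-dose screen, limit read from the data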;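 also: 0% = DMSO wells and 100% = excess unlabeled CBFb competitor control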
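Reagent – Venus-CBFb binding partner, 100 nM · Assay system – Cerulean-tagged RUNX1 Runt domain (FRET donor) fusion protein · Input – 100 nM per protein · Incubation – two 1 h room-temperature incubations shielded from light · Measured by – FRET fluorescence · Medium – Tris buffer pH 7.5 with salts and BSA · Benchmarks – unlabeled CBFb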
NPY2 pot ag: NPY-Y2 potentiators or agonists, primary screen, cell-based | Neuropeptide Y receptor type 2 (Homo sapiens), P49146 | cells expressing NPY-Y2, potentiator/agonist read-out | activation, % at 3.6 µM | 0.45% of 220,000 active | AID 1359, 2008; in the data active = activation above about 27%;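 also: cells stimulated with NPY near EC25 plus isoproterenol at EC100; 0% = vehicle plus submaximal agonist and 100% = vehicle plus saturating agonist; some results beyond the cut were filed as inactive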
MDM2 E3 inh: MDM2-luciferase reporter signal enhancers, primary screen, MDM2 E3 ligase inhibitor project, cell-based, luminescence, 1536-well; 0.11% of 210,000 active; cell-based MDM2 ubiquitination luciferase reporter, 2 h; 0 = plate control, 100 = twice control, blank-subtracted; signal enhancement, % at 5 µM;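 active = signal enhancement of 30% or more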;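 also: luminescence tracks abundance of the self-degrading MDM2-luciferase fusion protein; higher signal means inhibition of MDM2 E3 ligase activity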
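System: stable MDM2–luciferase fusion reporter cells / Input: 2000 cells seeded into each well / Schedule: 4 h settle plus 2 h compound, 37 °C / Compound: single-point 5 µM / Buffer or medium: cells held in DMEM / Benchmarks: control and blank well means / Evaluation: percent signal gain over controls, blank-subtracted / Measured by: luciferase luminescence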
RBBP9 inhibitor: human RBBP9 inhibitors, primary screen, biochemical, fluorescence polarization, FP-Rh probe, HTS; Serine hydrolase RBBP9 (Homo sapiens), O75884; recombinant RBBP9; inhibition, % at 7.94 µM; 0.2% of 220,000 active; AID 1515, 2009;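 active = inhibition above the campaign mean of all tested compounds plus 3 SD, cut at about 14% in these data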;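 also: plate controls were DMSO wells with RBBP9 for no effect and wells lacking RBBP9 protein for full effect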
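Measured by – fluorescence polarization · Test system – RBBP9 protein · Input – 2.5 µM RBBP9 dispensing solution, before mixing · Measure – percent inhibition from mP, scaled between DMSO and no-protein wells · Benchmarks – DMSO-treated enzyme wells and wells lacking RBBP9 · Times – preincubation 30 min plus labeling 45 min at 25 °C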
NPY Y1 blocker: NPY-Y1 receptor antagonists, primary screen, cell-based. inhibition, % at 3.6 µM. HEK293-CNG Y1 cells, membrane potential fluorescence; NPY at EC95, then isoproterenol. Neuropeptide Y receptor type 1 (Homo sapiens), P25929. 1% of 200,000 active;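 active = inhibition above the campaign mean inhibition of all tested compounds plus 3 SD, cut at about 20% in these data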;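 also: 0% = DMSO wells given NPY plus isoproterenol and 100% = isoproterenol alone without NPY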
Target sequence (P25929 whole entry, looked up): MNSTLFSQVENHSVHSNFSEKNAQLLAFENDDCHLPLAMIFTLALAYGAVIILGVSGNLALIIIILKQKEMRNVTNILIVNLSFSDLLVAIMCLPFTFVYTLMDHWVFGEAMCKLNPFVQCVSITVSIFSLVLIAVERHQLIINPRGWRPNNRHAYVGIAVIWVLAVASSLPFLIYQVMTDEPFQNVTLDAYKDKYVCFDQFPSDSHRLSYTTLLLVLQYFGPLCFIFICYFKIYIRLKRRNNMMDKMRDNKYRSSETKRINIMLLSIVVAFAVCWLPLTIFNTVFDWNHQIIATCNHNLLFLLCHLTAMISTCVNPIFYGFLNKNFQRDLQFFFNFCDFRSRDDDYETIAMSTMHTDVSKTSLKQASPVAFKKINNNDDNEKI
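Material: Y1- and CNG-channel-expressing HEK293 cells / Probe or stimulus: NPY 25 nM then isoproterenol 1 µM plus Ro 20-1724 25 µM / Doses: 3.6 µM single dose, DMSO 0.4% / Schedule: compound incubation 1 h at room temperature, readout 45 min post-stimulation / Signal: membrane potential fluorescence / Benchmarks: isoproterenol-only wells as full block versus NPY-plus-isoproterenol wells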
Runt-SMMHC FRET: inhibitors of RUNX1 Runt–CBFb-SMMHC binding, primary screen, biochemical, FRET, Cerulean-Runt, Venus-CBFb-SMMHC, uHTS; Runt-related transcription factor 1 (Homo sapiens) + Core-binding factor subunit beta …; Cerulean-Runt/Venus-CBFb-SMMHC FRET ratio 530/480, 1 h; inhibition, % at 20 µM; 0.74% of 220,000 active;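 active = mean inhibition across duplicate retests at 20 µM reaching about 50%, limit read from the data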;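 also: 0% = DMSO wells and 100% = wells with excess untagged CBFb-SMMHC; inhibitors lower the FRET ratio by blocking Runt binding to CBFb-SMMHC; some results filed as inactive read as strong as hits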
p97 inhibitor: inhibitors of human p97 ATPase, primary screen, biochemical; Transitional endoplasmic reticulum ATPase (Homo sapiens), P55072; recombinant p97 ATPase, Kinase-Glo ATP luminescence, 3 h; inhibition, % at 8 µM; 0.42% of 220,000 active; AID 1481, 2009; in the data active = inhibition above about 15%;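 also: 0% = DMSO vehicle and 100% = wells lacking enzyme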
NPY1 pot ag: NPY-Y1 receptor potentiators or agonists, primary screen, cell-based; Neuropeptide Y receptor type 1 (Homo sapiens), P25929; NPY-Y1 expressing cells, potentiator/agonist activation; activation, % at 3.6 µM; 0.37% of 220,000 active; in the data active = activation above about 33%, passing the limit was not always enough;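 also: cells stimulated with NPY at EC10 then isoproterenol at EC100; 0% = low agonist plus stimulus and 100% = saturating agonist plus stimulus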
Hck Nef HTS: inhibitors of Nef-activated human Hck kinase, primary screen, biochemical, Z-Lyte FRET, 384-well, Hck-YEEI. AID 463187, 2010. Tyrosine-protein kinase HCK (Homo sapiens), P08631. inhibition, % at 20 µM. 0.68% of 220,000 active. Recombinant Hck-YEEI plus Nef, Z-Lyte FRET kinase assay;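 active = Hck-Nef kinase inhibition above about 50%, limit read from the data; inactive = inhibition below that limit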;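 also: 0% = DMSO with Hck plus Nef and 100% = Hck alone without Nef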
Target sequence (P08631 whole entry, looked up): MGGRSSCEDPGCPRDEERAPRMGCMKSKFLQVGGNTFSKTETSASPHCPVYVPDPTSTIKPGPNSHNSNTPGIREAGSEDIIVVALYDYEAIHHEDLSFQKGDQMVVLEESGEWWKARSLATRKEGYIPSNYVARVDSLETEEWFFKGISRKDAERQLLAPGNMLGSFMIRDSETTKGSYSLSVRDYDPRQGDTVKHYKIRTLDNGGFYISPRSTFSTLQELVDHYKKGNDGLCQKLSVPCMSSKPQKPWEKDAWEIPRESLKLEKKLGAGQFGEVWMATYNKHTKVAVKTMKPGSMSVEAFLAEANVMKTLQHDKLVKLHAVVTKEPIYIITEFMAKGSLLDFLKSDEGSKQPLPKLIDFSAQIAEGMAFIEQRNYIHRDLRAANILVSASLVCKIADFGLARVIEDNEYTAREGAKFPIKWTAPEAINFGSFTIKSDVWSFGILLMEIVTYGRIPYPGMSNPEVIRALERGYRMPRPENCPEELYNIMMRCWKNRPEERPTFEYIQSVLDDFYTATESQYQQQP
Starred values were filed as active, the others as inactive; . = no result given.

The line under a structure holds: NPY1 pot ag	NPY2 pot ag	NPY Y1 blocker	Runt-CBFb FRET	RBBP9 inhibitor	Hck Nef HTS	p97 inhibitor	MDM2 E3 inh	Runt-SMMHC FRET
- O=C(c1ccc(Cn2c(=S)[nH]c3cc4c(cc3c2=O)OCO4)cc1)N1CCN(c2ccccc2)CC1
  -19.9	1.5	-4.1	0.0	-3.1	26.6	2.4	-2.4	0.8
- CC1=C(C#N)C(c2ccc(O)cc2)C2=C(CC(C)(C)CC2=O)N1 (stereo unspecified)
  -4.5	8.0	-1.7	3.7	-2.4	0.4	6.4	-17.6	8.4
- CCCOCC1CC(CCc2nc(=S)[nH][nH]2)C(=O)O1 (stereo unspecified)
  -27.3	-2.5	1.4	11.0	-8.1	1.0	0.9	-2.0	6.5
- Cc1cc(=O)n(C)c(=O)n1CCCCCN1CCCC1
  -8.7	-8.1	-1.1	1.2	2.1	0.2	3.4	-1.1	-1.9
- O=C(O)Cc1sc(NCc2ccco2)nc1-c1ccccc1
  5.0	5.9	.	6.2	8.7	-3.4	11.3	-6.0	-5.8
- Cc1ccc(SCC(=O)Nc2cc([N+](=O)[O-])ccc2O)cc1
  12.9	-9.6	8.4	-0.1	-9.5	19.4	5.8	-2.2	-5.6
- Cc1oc2c(C)c3oc(=O)c4c(c3cc2c1C)CCCC4
  -14.4	-12.4	4.8	-2.8	-6.2	5.5	6.8	-23.5	1.6
- COc1cc(COc2ccc3c(C)c(Cc4ccccc4)c(=O)oc3c2C)cc(OC)c1OC
  -17.9	-22.6	7.3	-1.6	-11.9	-1.2	6.8	-2.8	-3.9
- CC(=O)c1cccc(NC(=O)CN(c2ccccc2F)S(C)(=O)=O)c1
  12.5	6.9	-3.8	0.3	2.6	1.7	0.1	.	-3.1
- C=CCOc1cccc(NC(=O)c2ccccc2SC)c1
  7.9	-5.2	-6.3	2.0	-11.9	12.6	10.3	-9.8	1.8
- COc1ccc(C(=O)N(CC2CCCO2)C(C(=O)NCCC(C)C)c2ccc(C)cc2)cc1OC (stereo unspecified)
  -17.2	-5.4	-2.5	-1.4	-2.9	2.4	2.7	-16.3	1.7
- COc1ccc(C(O)c2nccn2Cc2ccccc2)cc1OC (stereo unspecified)
  -2.4	9.1	3.9	-1.8	3.9	1.7	5.4	-2.5	-5.9
- CCC(NC(=O)c1ccccc1NC(=O)c1ccccc1)C(=O)NNC(=O)CSc1nc2ccccc2o1 (stereo unspecified)
  2.5	-4.5	-4.8	2.1	-11.4	14.5	-2.0	-8.1	6.8
- CCc1nnc(NC(=O)CCCSc2nc3ccccc3[nH]2)s1
  -29.0	7.5	0.2	-0.4	-2.7	16.5	4.3	-3.2	-1.2
- CCc1ccc(CCC(=O)Nc2ncc(Cc3ccccc3Cl)s2)o1
  -33.8	-12.6	9.7	14.5	-6.4	3.6	-0.8	-14.8	5.5
- COCCN(CC(=O)NCC1CCCO1)C(=O)CCC(=O)Nc1cc(C)on1 (stereo unspecified)
  5.3	-5.9	-4.3	-3.0	-4.2	0.7	4.3	-13.7	-2.8
- CCc1ccc(/C=N\NC(=O)c2ccc(Br)o2)s1
  1.7	7.7	-1.0	-2.6	-7.5	-0.2	2.1	-3.1	-2.6
- Cc1cc(C)cc(NC(=O)COC(=O)[C@@H](NC(=O)c2ccco2)C(C)C)c1
  -5.0	-7.1	-3.7	-1.5	-0.6	18.4	2.6	-17.0	1.6
- CN1CCN(c2ccc(NC(=O)c3ccc4c(c3)OCO4)cc2)CC1
  10.8	19.2	6.4	1.0	-7.9	2.7	1.2	-8.3	-2.9
- CCC(CC)NC(=O)COC(=O)c1ccc(OCc2ccc(C(C)=O)cc2OC)c(OC)c1
  -22.2	-1.7	3.2	-3.4	-8.6	-5.5	-5.3	2.6	-6.1
- NC(=O)CC1C(=O)N(c2ccc(F)cc2)C(=O)N1NC(=O)CCc1ccccc1 (stereo unspecified)
  -9.6	-8.8	-2.4	0.0	9.9	-4.1	2.7	9.4	-3.0
- CSc1cc(C)n(-c2ccc(Cl)cc2)c(=S)c1C(C)=O
  35.7	-3.1	-4.7	0.6	4.8	10.6	-1.2	-5.0	-2.2
- CCOC(=O)c1sc(=S)n(C)c1NC(=O)c1ccc(C(C)(C)C)cc1
  -21.5	-30.0	.	8.0	3.6	1.9	3.5	-14.3	-1.8
- Clc1ccccc1-c1ncc2ccccn12
  6.7	13.5	-0.7	0.6	3.8	1.9	1.0	-2.9	9.6
- C=CCn1c(SCc2ccc(C#N)cc2)nnc1-c1cccc(OC)c1
  -2.9	-12.1	4.9	0.7	6.8	-0.4	0.5	-3.0	0.4
- Cc1cc(S(=O)(=O)NC2CCN(Cc3ccccc3)CC2)c(C)cc1Cl
  -36.0	-13.0	.	-1.8	-11.8	-6.8	-8.5	-13.6	0.9
- CC(Sc1nc(-c2ccccc2)cc(C(F)(F)F)n1)C(=O)N1CCCC1 (stereo unspecified)
  -11.2	1.5	-3.7	-3.3	-1.9	19.6	1.3	-25.1	-1.6
- CCOC(=O)/C(C#N)=C/c1ccc(N2CCN(Cc3ccccc3)CC2)cc1
  0.6	-1.7	-0.7	-42.0	2.2	6.2	-0.4	-13.8	-45.0
- O=C(CSc1ccc2nnc(-c3ccncc3)n2n1)NCC1CCCO1 (stereo unspecified)
  7.2	6.3	-3.5	0.3	-0.3	1.4	-2.6	-8.6	-4.0
- CCOc1cc(NC(=S)NCCCN2CCOCC2)c(OCC)cc1NC(=O)c1ccc(C)cc1
  -12.1	-12.1	-2.5	3.4	-11.2	7.1	-5.3	-42.8	0.7
- CSc1nc(-c2ccco2)nn1C(=O)c1ccccc1
  0.1	-4.5	0.8	-0.7	-2.1	-1.0	3.4	-1.6	33.1
- O=C(O)CSCNC(=O)CC12CC3CC(CC(C3)C1)C2
  -35.9	-15.5	0.5	-1.4	-0.9	-0.1	-1.5	-5.7	-5.6
- COCC(C)n1c(C)cc(C(=O)CSc2nc(C)c(C)c(C)n2)c1C (stereo unspecified)
  10.8	5.7	.	7.3	-2.7	5.2	1.5	.	7.7
- Nc1ccc(S(=O)(=O)Nc2ccc(Cl)nn2)cc1
  -3.9	12.3	.	2.0	-10.0	12.8	0.7	3.3	-0.9
- CNc1nnc(-c2cc3ccccc3oc2=O)s1
  5.1	9.1	-4.6	-108.0	-2.7	-0.5	4.2	-41.2	-213.0
- Cc1ccc(-c2ccc(=O)n(CC(=O)NCCN3C(C)CCCC3C)n2)cc1 (stereo unspecified)
  -2.5	-5.6	2.8	-3.6	-4.0	4.0	4.5	-14.6	-2.7
- CCOc1ccc(C(=O)Nc2cc(NC(=O)c3ccc(OCC)c(Cl)c3)cc(C(=O)O)c2)cc1Cl
  8.7	15.4	-3.2	-2.9	-5.3	33.9	3.7	-4.2	-6.4
- CCOC(=O)c1c(NC(=O)c2cc(-c3cccc(O)c3)on2)sc(C(C)=O)c1C
  -11.6	0.5	5.7	-1.7	1.0	33.5	4.5	.	-0.9
- C=CCNC(=O)c1c(N)n(-c2ccc3c(c2)OCO3)c2nc3ccccc3nc12
  9.9	2.3	1.3	15.6	-9.3	12.3	-3.3	-4.6	13.9
- O=C(Nc1ccc2c(c1)OCCO2)C1CCCN(S(=O)(=O)c2cccnc2)C1 (stereo unspecified)
  -18.5	9.7	6.8	0.8	-3.8	-0.3	1.5	-12.8	-0.2
- COC(=O)c1ccc(-n2cnc3ccccc32)nc1
  22.8	0.5	7.6	1.6	2.2	17.4	0.9	-4.2	1.5
- CC(C)(C)CN1CCNC(=O)C1CC(=O)NCCc1ccccc1F (stereo unspecified)
  -2.8	-8.2	6.0	-1.3	-3.6	0.6	2.1	-6.7	-6.7
- O=C1CN(C(=O)CCN2CCOCC2)C(c2ccccc2)c2cc(Br)ccc2N1 (stereo unspecified)
  -0.6	-0.2	0.2	2.3	-12.1	-0.3	3.2	.	-3.4
- O=C(CSc1ccc(C(F)(F)F)cc1[N+](=O)[O-])NCCOc1ccccc1
  -19.6	-1.8	10.0	-0.6	-7.2	1.7	-0.6	-9.0	-2.4
- Cc1cc2c(cc(C(=O)NCc3cccnc3)n2Cc2ccc(Cl)cc2)o1
  3.1	7.6	-0.6	-1.8	6.0	-3.2	5.9	-14.0	4.4
- CCOC(=O)N1CCC(N2CCN(S(=O)(=O)c3ccc(C)cc3)CC2)CC1
  22.8	-5.4	0.7	0.8	-1.3	-0.3	-1.8	0.4	-0.6
- C/C(=N\NC(=S)NC(C)C)c1ccccc1
  -11.1	-13.8	.	0.0	-7.0	19.7	-5.0	.	2.1
- C=CCNC(=S)NNC(=O)c1cccn(Cc2ccc(Cl)cc2Cl)c1=O
  6.2	2.2	-0.3	.	-6.1	5.6	5.0	2.4	4.0
- CCn1c(COc2cccc(OC)c2)nnc1SCC(=O)Nc1cccc(OC)c1
  -10.9	2.8	1.3	0.7	-5.2	3.0	-0.9	11.9	-1.6
- O=C1NC(=O)C(=C2CCCCCC2)S1
  13.9	-4.4	-0.6	-2.8	-10.2	0.8	7.2	-26.7	2.4
- COc1ccc(NC(=O)/C(C#N)=C\c2ccc(OCc3ccc(C(=O)O)cc3)c(OC)c2)cc1
  -0.1	-4.9	1.4	-2.7	-1.3	69.7*	7.6	30.1*	0.2
